Screening results: PubChem, several laboratories
Spn MK inh: blocks S. pneumoniae mevalonate kinase. AID 555. 65,000 tested, 0.48% active. purified MK, PK/LDH-coupled NADH absorbance 340 nm. inhibition, % at 10 µM;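 active means ranked among the strongest by inhibition in the single 10 µM screen, a fixed top-ranked set picked for dose follow-up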; further: no value below 0 was filed
DPM-DC inhibit: blocks S. pneumoniae diphosphomevalonate decarboxylase; purified DPM-DC, PK/LDH coupled NADH fluorescence; calls only at 10 µM; 65,000 tested, 0.49% active;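 active means the 320 compounds with the highest percent inhibition in the single-dose primary screen, excluding strongly autofluorescent ones, cut at about 32% in these data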;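 further: kinetic rate of NADH fluorescence loss reporting ADP formed by the decarboxylase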
Bfl-1 inhibitors: displacement of Bid BH3 peptide from Bfl-1 – biochemical, fluorescence polarization, FITC-Bid, mouse, primary screen (AID 432) | displacement, % at 20 µM, or IC50 in µM where a hit was titrated | FITC-Bid BH3 peptide fluorescence polarization displacement; higher % means a stronger effect | 64,000 tested, 0.02% active; in the data active means a potency from the dose series; inactive means the rest, 99 in 100 with displacement below about 15%; further: strong numbers were not always called active
HPDE-C7 viability: cytotoxicity in HPDE-C7 cells, cell-based, fluorescence, HTS (AID 430) | HPDE-C7 pancreatic duct cells viability, fluorescence; higher % means a stronger effect | cytotoxicity, % at 10 µM; hits with a dose series show EC50 in µM | 63,000 tested, 1.8% active;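 further: cells exposed to compound for 48 hours before viability readout; 0% = vehicle and 100% = reference cytotoxic drug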
LYP inhibition: LYP phosphatase inhibitors, primary screen, biochemical, DiFMUP fluorescence, recombinant catalytic domain, 10 µM (AID 606). recombinant LYP catalytic domain, DiFMUP fluorescence; higher % means a stronger effect. inhibition, % at 10 µM; hits with a dose series show IC50 in µM. 52,000 tested, under 10 active;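 active means IC50 under 40 µM in the dose-response test; inactive means IC50 of 40 µM or more, or never dose-tested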
Spn PMK inh: inhibitors of Streptococcus pneumoniae phosphomevalonate kinase; purified PMK, PK/LDH-coupled NADH absorbance 340 nm; inhibition, % at 10 µM; 65,000 tested, 0.49% active;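 active means top-ranked compounds by inhibition in the single 10 µM screen, taking a fixed number of the strongest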;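 further: 0% = full reaction with DMSO carrier and 100% = background rate without enzyme reaction; no value below 0 was filed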
HT1080 viability: cytotoxicity in HT1080 fibrosarcoma cells, cell-based, fluorescence readout (AID 620). HT1080 viability, fluorescence; higher % means a stronger effect. cytotoxicity, % at 10 µM; hits with a dose series show EC50 in µM. 87,000 tested, 0.42% active;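 further: cells exposed to compound overnight then 4 h with Alamar Blue; 0% = vehicle DMSO and 100% = killing control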
Alkaline phosphatase: human TNAP enzyme inhibitors, biochemical, luminescent (AID 518). purified TNAP enzyme, luminescent substrate readout; higher % means a stronger effect. one-dose inhibition, % at 20 µM; IC50 in µM for titrated hits. 64,000 tested, 0.09% active; in the data active means a potency from the dose series; inactive means the rest, 99 in 100 with inhibition below about 22%;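 further: plate controls were vehicle for no effect and reference inhibitor for full effect; many of its hits are not listed in these tables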
KRASV12 cytotoxicity: viability loss of HPDE-C7K cells – cell-based, fluorescence, HTS, primary screen (AID 431); HPDE-C7K KRASV12 cells, Alamar Blue viability, 48 h; higher % means a stronger effect; cytotoxicity, % at 10 µM, or EC50 in µM where a hit was titrated; 63,000 tested, 1.7% active;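 active means compounds whose percent cytotoxicity in the single-dose primary screen, scaled between solvent and toxic-drug controls, exceeds 50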;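 further: 0% = DMSO solvent wells and 100% = doxorubicin-treated wells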
Spn PMK inh pilot replicates: second read-out of Spn PMK inh, no call of its own (marks repeat the call); inhibition, %; measured here: pilot screen replicates
Spn MK inh pilot replicates: recorded beside Spn MK inh, whose call it bears; inhibition, %; measured here: pilot screen replicates
DPM-DC inhibit pilot screen %: second read-out of DPM-DC inhibit, no call of its own (marks repeat the call); inhibition, %; measured here: pilot screen trials
The depositor's hits bear a star; i = inactive; nt = not tested or not shown. Unless noted, no stated cut-off is given here; in the data, active means cytotoxicity above about 50%; inactive means the rest.

SMILES | Spn MK inh | DPM-DC inhibit | Bfl-1 inhibitors | HPDE-C7 viability | LYP inhibition | Spn PMK inh | HT1080 viability | Alkaline phosphatase | KRASV12 cytotoxicity | others
C/C=C/COc1nc2c(c(=O)n(C)c(=O)n2C)n1C | 10 | i | -2% | -4% | 2% | 2 | -13% | 6% | -4%
COCCN(CCOC)Cc1c(C)[nH]c2c(C)c(C)ccc2c1=O | 3 | i | 2% | 8% | 6% | 10 | 4% | 8% | -1%
CCSc1nnc(-c2ccc(S(=O)(=O)NCc3cccs3)cc2)o1 | 3 | i | -3% | -4% | 16% | 10 | -12% | 20% | -11%
CC(C)OC(=O)CC12CN3CC(CC(=O)OC(C)C)(CN(C1)C(=O)c1ccccc1C3=O)C2=O | 0 | i | -8% | -14% | 14% | 0 | 1% | -3% | -11%
COc1ccc(CCNc2nc(=O)[nH]nc2C)cc1OC | 3 | i | 2% | 6% | 6% | 7 | 2% | 2% | -3%
CC(C)n1c(Sc2nccn2C)nc2c1c(=O)n(C)c(=O)n2C | 12 | i | -4% | -1% | nt | 12 | 12% | 3% | -6%
Cc1cc(N2CCCC2)ccc1/C=N/n1cnnc1 | 9 | i | 2% | 9% | 13% | 0 | nt | 7% | 7%
O=C(O)c1cc(CN2CCOCC2)oc1-c1ccccc1 | 7 | i | 1% | -9% | 3% | 0 | 2% | 8% | 2%
Cc1cc(-c2ccco2)c(C#N)c2nc3ccccc3n12 | 9 | nt | 0% | 36% | -7% | 0 | 12% | -2% | 18%
COc1ccc(C(=O)O)cc1S(=O)(=O)Nc1cccc(C(F)(F)F)c1 | 9 | i | -4% | 6% | 10% | 2 | -5% | 7% | 6%
COC(=O)c1ccc(COc2nc(C)cc(C)c2C#N)o1 | 1 | i | -10% | 0% | 7% | 2 | -12% | 3% | -8%
N#Cc1nc(COc2ccccc2)oc1N1CCN(c2cccc(Cl)c2)CC1 | 0 | i | -10% | -6% | -2% | 1 | 7% | -2% | -16%
CCOc1ccc(NC(=O)Nc2ccc3c(c2)nnn3C)cc1 | 11 | i | -3% | 5% | 10% | 5 | 0% | 7% | 8%
CCOC(=O)c1c(C)[nH]c(C(C)=O)c1C | 10 | i | 4% | -3% | 5% | 0 | -4% | 11% | 6%
Cc1ccc(S(=O)(=O)N(CC(O)CN2CCCCC2)c2ccccc2)cc1 (stereo not drawn) | 2 | i | -4% | 7% | 5% | 1 | -4% | 6% | 2%
O=C(OCCCCN1C(=O)c2ccccc2C1=O)c1ccc(S(=O)(=O)N2CCCC2)cc1 | 8 | i | -5% | nt | 12% | 0 | 4% | 13% | nt
O=C(NCC1CCCO1)c1ccc(CS(=O)(=O)c2ccc(Br)cc2)o1 (stereo not drawn) | 1 | i | -7% | -13% | -16% | 4 | -5% | 10% | -2%
Cc1ccc(N2C(=O)C3ON(c4ccccc4)C(c4ccncc4)C3C2=O)c(C)c1 (stereo not drawn) | 7 | i | -10% | -6% | 6% | 2 | -5% | 5% | -5%
NC(=O)C1(N2CCCCC2)CCN(C(=O)CSc2nc3ccccc3[nH]2)CC1 | 0 | i | nt | nt | 6% | 0 | -5% | nt | nt
CCOc1ccc2[nH]c(C)c(CN(C)C)c(=O)c2c1 | 7 | i | -2% | -2% | 8% | 12 | -5% | 3% | -1%
Cn1ccnc1SCC(=O)Nc1ccc(Oc2ccccc2)cc1 | 11 | i | 0% | -6% | nt | 14 | 14% | 1% | 29%
CCOC(=O)c1ccccc1NC(=O)Cn1cnc2c(cnn2C(C)(C)C)c1=O | 4 | i | -6% | -7% | nt | 6 | -9% | 5% | -6%
CC(N)C12CC3CC(C1)CC(C(C)N)(C3)C2 (stereo not drawn) | 12 | i | 2% | -5% | 12% | 18 | 2% | 5% | -8% | Spn PMK inh pilot replicates=0.0;Spn MK inh pilot replicates=0.0;DPM-DC inhibit pilot screen %=1.5
CCCOC(=O)C1=C(C)NC2=C(C(=O)CCC2)C1c1cccc(OC)c1OC (stereo not drawn) | 6 | nt | -6% | 2% | 11% | 0 | -2% | 6% | 0%
COc1ccc(C(=O)c2cn[nH]c2-c2cc(Cl)ccc2O)cc1 | 3 | i | 2% | -12% | 9% | 4 | 1% | 1% | -20%
CCc1ccc(NC2=CC(=O)CC(c3ccco3)C2)cc1 (stereo not drawn) | 3 | i | 1% | -2% | -3% | 2 | -4% | 8% | 10%
Cc1ccnc(NS(=O)(=O)c2ccc(NS(=O)(=O)Cc3ccccc3)cc2)n1 | 9 | i | 16% | -22% | 2% | 0 | -2% | -8% | -34%
Cc1ccc2nc(C(O)C(O)c3nc4ccc(C)cc4[nH]3)[nH]c2c1 (stereo not drawn) | 1 | i | 3% | 2% | 4% | 13 | 9% | -44% | -6%
CCn1c2ccccc2c2nc3cc(S(=O)(=O)N4CCOCC4)ccc3nc21 | 31 | i | 6% | 16% | 0% | 11 | 6% | 11% | 30%
O=C(Nc1cccc(-c2nc3ncccc3o2)c1)c1cc2ccccc2o1 | 12 | i | nt | nt | 15% | 19 | 3% | nt | nt

Entries from the list above that have a furan ring, fused or not, in the order listed:
SMILES | Spn MK inh | DPM-DC inhibit | Bfl-1 inhibitors | HPDE-C7 viability | LYP inhibition | Spn PMK inh | HT1080 viability | Alkaline phosphatase | KRASV12 cytotoxicity | others
O=C(O)c1cc(CN2CCOCC2)oc1-c1ccccc1 | 7 | i | 1% | -9% | 3% | 0 | 2% | 8% | 2%
Cc1cc(-c2ccco2)c(C#N)c2nc3ccccc3n12 | 9 | nt | 0% | 36% | -7% | 0 | 12% | -2% | 18%
COC(=O)c1ccc(COc2nc(C)cc(C)c2C#N)o1 | 1 | i | -10% | 0% | 7% | 2 | -12% | 3% | -8%
O=C(NCC1CCCO1)c1ccc(CS(=O)(=O)c2ccc(Br)cc2)o1 (stereo not drawn) | 1 | i | -7% | -13% | -16% | 4 | -5% | 10% | -2%
CCc1ccc(NC2=CC(=O)CC(c3ccco3)C2)cc1 (stereo not drawn) | 3 | i | 1% | -2% | -3% | 2 | -4% | 8% | 10%
O=C(Nc1cccc(-c2nc3ncccc3o2)c1)c1cc2ccccc2o1 | 12 | i | nt | nt | 15% | 19 | 3% | nt | nt

Further compounds.
SMILES | Spn MK inh | DPM-DC inhibit | Bfl-1 inhibitors | HPDE-C7 viability | LYP inhibition | Spn PMK inh | HT1080 viability | Alkaline phosphatase | KRASV12 cytotoxicity | others
CC(Sc1nnc(Cn2c(=O)sc3ccccc32)n1C)c1ccccc1 (stereo not drawn) | 4 | i | -2% | -14% | 6% | 9 | -8% | -2% | 1%
CCOc1ccccc1C(=O)Nc1ccc(-c2nnc(-c3ccc(C)cc3)o2)cc1 | 5 | i | -3% | 7% | 8% | 10 | -3% | 10% | 8%
O=C1CCN=C(Nc2ccc(F)cc2)N1Cc1ccccc1 | 6 | i | -9% | -7% | nt | 2 | -2% | 14% | -9%
COC(=O)c1ccsc1NC(=O)CSc1nnnn1Cc1ccccc1 | 0 | i | -35% | -31% | 14% | 0 | -1% | 11% | -17%
CCn1c(-c2ccsc2)nc2c1c(=O)[nH]c(=O)n2Cc1ccccc1 | 0 | i | -5% | 6% | 4% | 14 | 5% | 19% | -3%
COc1ccc(-c2nn3c(-c4ccccc4)nnc3s2)cc1OC | 12 | i | -1% | 30% | -18% | 14 | 3% | 9% | 16%
CC(=O)Nc1ccc(N2C(=O)CSC2c2ccc(F)cc2)cc1 (stereo not drawn) | 9 | i | -2% | -4% | 0% | 20 | -1% | 3% | -4%
CCOC(=O)C(C)Oc1cccc2c(=O)n(CC(=O)NCc3ccco3)ccc12 (stereo not drawn) | 7 | i | 0% | 66%* | 8% | 0 | 65%* | 11% | 61%*
COc1ccc(CC(=O)Nc2ccc(-c3nc4cc(C)ccc4o3)c(O)c2)cc1OC | 0 | nt | -15% | -9% | -1% | 4 | -2% | 3% | -15%
Cn1c(C(=O)NCCCN2CCCCC2)cc2sccc21 | 8 | i | -1% | -6% | 4% | 6 | -4% | 2% | 1%
Cc1n[nH]c(=O)nc1NCCN(C)C | 13 | i | -9% | 12% | nt | 14 | 7% | 8% | -8%
Cc1nc(N2CCN(C(c3ccccc3)c3ccccc3)CC2)nc2c1C(=O)CCC2 | 11 | i | -1% | -7% | 1% | 14 | 1% | 4% | -14%
Cc1ccc(C(=O)Nc2ccc3c(c2)OCO3)o1 | 5 | i | -4% | -14% | 4% | 2 | 6% | 9% | 0% | Spn PMK inh pilot replicates=3.0;Spn MK inh pilot replicates=5.5;DPM-DC inhibit pilot screen %=2.5
O=C(O)c1c[nH]c2ccc(S(=O)(=O)N3CCOCC3)cc12 | 8 | i | 0% | 2% | -1% | 10 | 27% | 10% | -9%
CC(CCc1ccccc1)NC(=O)C1CCN(C(=O)c2sccc2-n2cccc2)CC1 (stereo not drawn) | 3 | i | -4% | -9% | 6% | 7 | -10% | 3% | -2%

Retrieved one by one from above:
SMILES | Spn MK inh | DPM-DC inhibit | Bfl-1 inhibitors | HPDE-C7 viability | LYP inhibition | Spn PMK inh | HT1080 viability | Alkaline phosphatase | KRASV12 cytotoxicity | others
CCOc1ccccc1C(=O)Nc1ccc(-c2nnc(-c3ccc(C)cc3)o2)cc1 | 5 | i | -3% | 7% | 8% | 10 | -3% | 10% | 8%
Cn1c(C(=O)NCCCN2CCCCC2)cc2sccc21 | 8 | i | -1% | -6% | 4% | 6 | -4% | 2% | 1%
COC(=O)c1ccsc1NC(=O)CSc1nnnn1Cc1ccccc1 | 0 | i | -35% | -31% | 14% | 0 | -1% | 11% | -17%

(cont.)
SMILES | Spn MK inh | DPM-DC inhibit | Bfl-1 inhibitors | HPDE-C7 viability | LYP inhibition | Spn PMK inh | HT1080 viability | Alkaline phosphatase | KRASV12 cytotoxicity | others
CC(=O)Nc1c(-c2ccccc2)nc2ncccn12 | 7 | nt | -4% | 10% | 15% | 0 | -2% | 4% | 8%
O=C1NCCN1C(=O)c1ccco1 | 0 | i | 13% | 2% | 7% | 14 | -4% | 10% | 0%
COc1ccc(N2CCn3c2nc2c3c(=O)n(CCN3CCOCC3)c(=O)n2C)cc1 | 5 | i | -3% | -6% | nt | 4 | -1% | 7% | -10%
COc1cc(NC(=O)c2ccc(S(=O)(=O)N(C)C)cc2)cc(OC)c1OC | 3 | i | -6% | 5% | 2% | 7 | 1% | 2% | -2%
